From PubChem
aGal spleen mod – alpha-galactosidase A (human) modulation. P06280. human spleen homogenate, 4MU-alpha-Gal fluorescence, 40 min. Potency, µM (titrated, usually from 80 µM), without a hit: at the top dose activity change, negative = inhibition, most hits filed as inhibitors. 240,000 compounds, 0.008% hits;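 also: 0% = enzyme with vehicle and -100% = no enzyme basal signal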
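Fluorogenic readout (Ex 365/Em 440 nm) of 4-methylumbelliferone released from 1 mM 4-MU-alpha-galactoside by spleen homogenate, 40 min at 37C, pH 5.0. Data normalized to no-enzyme and enzyme controls; Hill-equation AC50 from compound titrations.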
GAA inh – blocks human lysosomal alpha-glucosidase | P10253 | Potency, µM (highest dose often 76.9 µM), for inactives: at the highest dose activity change, negative = inhibition, most hits filed as inhibitors | 200,000 compounds, 0.005% hits | AID 1466 | purified human GAA, 4-MU-alpha-glucoside fluorescence;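 also: plate controls were uninhibited enzyme wells for no effect and no-enzyme background for full effect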
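Fluorescence at Ex 365/Em 440 nm from 4-methylumbelliferone reported enzyme activity after 20 min at room temperature. Reactions used 4 nM enzyme and 400 uM substrate at pH 5.0; curves fitted with the Hill equation.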
GAA glycogen mod – alters human alpha-glucosidase cleavage of glycogen; recombinant GAA, glycogen substrate, Amplex Red glucose oxidase fluorescence; P10253; Potency, µM (highest dose often 76.4 µM), inactives show at the top dose activity change, negative = inhibition, hits mostly inhibitors; 300,000 compounds, 0.38% hits; AID 2100;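 also: 0% = full enzyme reaction and -100% = no-enzyme basal signal; the screen sought inhibitors and activators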
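Recombinant human enzyme (4 nM); glycogen substrate; 37 C, 40 min, pH 5.0. Readout: coupled glucose oxidase/Amplex Red fluorescence.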
KDM4E inh – JMJD2E (human) inhibition; B2RXH2; JMJD2E catalytic domain, FDH-coupled NADH fluorescence (FDH is formaldehyde dehydrogenase); Potency, µM (highest dose often 57.1 µM), for the others: at the highest dose activity change, negative = inhibition, hits mostly inhibitors; 230,000 compounds, 1.6% hits; active = well fitted inhibition curve with a large enough effect, not every such curve was filed as active; inconclusive = small, poorly fitted or top-dose-only effect, or another doubt; inactive = no such curve, though single readings can be large or run the other way;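 also: 0% = wells with enzyme and -100% = buffer wells without enzyme; nearly all actives have a fitted effect of over 50% in size; many of its hits are not listed in these tables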
Target sequence (B2RXH2 1-337 limits assumed): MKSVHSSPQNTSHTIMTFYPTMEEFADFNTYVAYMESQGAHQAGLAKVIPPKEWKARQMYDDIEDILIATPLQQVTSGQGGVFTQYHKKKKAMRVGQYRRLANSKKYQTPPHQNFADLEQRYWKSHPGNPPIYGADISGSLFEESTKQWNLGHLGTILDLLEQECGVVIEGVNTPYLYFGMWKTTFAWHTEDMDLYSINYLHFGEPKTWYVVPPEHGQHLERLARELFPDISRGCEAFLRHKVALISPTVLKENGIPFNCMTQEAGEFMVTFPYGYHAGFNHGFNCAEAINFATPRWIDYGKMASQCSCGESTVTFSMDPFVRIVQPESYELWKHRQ
GAA spleen mod – inhibits or activates alpha-glucosidase in human spleen homogenate; P10253; human spleen homogenate, 4-MU-alpha-glucoside fluorescence; Potency, µM (top dose mostly 79.9 µM), without a hit: top-dose activity change, negative = inhibition, actives largely listed as inhibitors; 240,000 compounds, 0.006% hits; AID 2112;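 also: 0% = enzyme with vehicle and -100% = no enzyme basal signal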
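Human spleen homogenate (1 ug) incubated with compounds and 1 mM 4-methylumbelliferyl-alpha-D-glucopyranoside in pH 5.0 citrate/phosphate buffer, 37 C, 40 min. Stopped at pH 10; 4-MU fluorescence (Ex 365/Em 440 nm); AC50 by Hill fit.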
ALDH1A1 inh – ALDH1A1 (human) enzyme inhibition | Potency, µM (series often up to 75.3 µM), inactives show at the top dose activity, negative = inhibition, usual class: inhibitors | P00352 | Purified ALDH1A1, NADH fluorescence, propionaldehyde substrate | 220,000 compounds, 7.3% hits | AID 1030; active = well fitted inhibition curve with a large enough effect, not every such curve was filed as active; inconclusive = small, poorly fitted or top-dose-only effect, or another doubt; inactive = no such curve, though single readings can be large or run the other way;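 also: plate controls were no enzyme wells and a reference inhibitor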
SMN2 splice enh – enhancers of SMN2 splice variant expression; HEK293 SMN2-luciferase splicing reporter, luminescence, 30-36 h; Potency, µM (doses to about 46.1 µM), for the others: at the top dose activity change, positive = activation, actives largely listed as activators; 210,000 compounds, 2.8% hits; also: % of control where 0% means no effect; nearly all actives have a fitted effect of over 55% in size
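HEK293 cells carry an SMN2 […]–luciferase reporter in which exon 7 inclusion puts luciferase in frame. Cells were plated 10-12 h before compound addition, then incubated 30-36 h at 37C. ONE-Glo luminescence was read; sodium butyrate at 4.5 mM final served as control.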
GoLoco inh red – RGS12 GoLoco-Gai1 interaction inhibition; P63096; Gai1:RGS12 GoLoco peptide FP, rhodamine, 10 min; Potency, µM (series often up to 61.6 µM), for inactives: top-dose activity, negative = inhibition, hits mostly inhibitors; 230,000 compounds, 0.44% hits; AID 880; active = well fitted inhibition curve with a large enough effect, not every such curve was filed as active; inactive = no such curve, though single readings can be large or run the other way; also: % is scaled to controls: 0 for no effect and ±100 for the full control effect; nearly all actives have a fitted effect of over 30% in size; many of its hits are not listed in these tables
Target sequence (P63096 whole entry, looked up): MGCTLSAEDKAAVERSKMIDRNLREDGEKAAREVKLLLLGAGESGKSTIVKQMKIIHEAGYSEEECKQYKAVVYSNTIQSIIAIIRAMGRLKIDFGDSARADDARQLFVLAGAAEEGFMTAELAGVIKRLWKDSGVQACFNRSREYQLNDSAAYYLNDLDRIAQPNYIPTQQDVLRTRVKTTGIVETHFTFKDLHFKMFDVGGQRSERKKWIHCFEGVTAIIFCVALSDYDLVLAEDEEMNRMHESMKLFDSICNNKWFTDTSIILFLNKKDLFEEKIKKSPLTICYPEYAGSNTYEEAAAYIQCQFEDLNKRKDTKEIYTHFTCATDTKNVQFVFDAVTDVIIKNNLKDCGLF
* marks the source's active call; other numbers are inactive results; ? = inconclusive; / = not tested or not shown; & = joins results of further samples; [ ] = remark or other dose. Unless noted, calls follow the shape of the dose curve; as a rule, active = well fitted curve in the direction sought with a large enough effect; inconclusive = small, poorly fitted or top-dose-only effect, or another doubt; inactive = no such curve, though single readings can be large; an effect the other way counts as inactive or inconclusive. Potency is read from the fitted curve at half-maximal effect. Some of the compounds tested. The share of hits here may be higher or lower than overall.

Molecule	aGal spleen mod	GAA inh	GAA glycogen mod	KDM4E inh	GAA spleen mod	ALDH1A1 inh	SMN2 splice enh	GoLoco inh red
Cc1ccc(NC(=S)NCC(C)CSc2ccc(Cl)cc2)cc1 (configuration not stated)	4%	-3%	-20%	2%	9%	?	-60%[inhibitor]	4%
Cc1ccc(Nc2ncnc(N)n2)cc1	-2%	8%	15%	-15%	2%	-2%	/	10%
CC12CCC(C(=O)Nc3ccccc3Br)(C/C1=N\O)C2(C)C (configuration not stated)	5%	-7%	4%	2%	-5%	?	-15%	10%
Cn1c(=O)c2c(nc(SCC(=O)c3cccs3)n2Cc2ccc(F)cc2)n(C)c1=O	0%	-5%	12%	8%	-3%	6%	-7%	8%
Cc1cc(C)n2c(SCc3ccc(Br)cc3)nnc2n1	-1%	/	-4%	-6%	-1%	/	/	-5%
COCCC(=O)NC12CC3CC(CC(C3)C1)C2	11%	-2%	2%	7%	4%	-2%	/	-6%
CCn1c(=N)n(CC(=O)c2ccc(OC)c(OC)c2)c2ccccc21	1%	1%	1%	-30%	-5%	15%	14%	10%
COc1ccccc1N1CCN(C(c2cccs2)C(C)NS(=O)(=O)c2ccccc2)CC1 (configuration not stated)	2%	1%	-9%	-5%	-5%	-8%	-35%[inhibitor]	-1%
CCOC(=O)c1cc2n(c1N)-c1ccccc1C2=O	-7%	-1%	4%	?	-4%	?	4%	18µM*
CC(=O)O[C@H]1CC(C)(C)C(=C=C/C(C)=C/C=C/C(C)=C/C=C/C=C(C)/C=C/C=C(\C)C(=O)C[C@@]23O[C@]2(C)C[C@@H](O)CC3(C)C)[C@](C)(O)C1	2%	/	-5%	?	1%	/	/	9%
CCCOc1cccc(C(=O)NC(=S)Nc2ccccc2)c1	-9%	-4%	-10%	-22%	2%	18µM*	13µM*	13%
CCOC(=O)C1=C(N)OC2=C(C(=O)CC(C)(C)C2)C1c1ccc(CC)s1 (configuration not stated)	-3%	-3%	-10%	-2%	-1%	6%	15%	1%
CCN(CC)C(=O)c1sc2nc(-c3cccs3)cc(-c3ccc(Cl)cc3)c2c1N	2%	-3%	-5%	?	2%	?	-5%	-4%
S=C(c1ccc(-c2cc(Cl)ccc2Cl)o1)N1CCCCC1	10%	5%	-2%	4%	5%	3%	-36%[inhibitor]	6%
CC1CCCCN1C(=O)Cn1cc(C(=O)c2ccco2)c2ccccc21 (configuration not stated)	9%	-4%	0%	5%	-2%	?	-7%	-35%
COCC(=O)OCc1cc2cccc(C)c2[nH]c1=O	-2%	/	2%	?	6%	/	/	7%
O=C(CN1C(=O)C2C3C=CC(C3)C2C1=O)NCC1COc2ccccc2O1 (configuration not stated)	2%	-9%	-12%	0%	4%	-10%	-6%	-1%
COc1cc(OC)cc(C(=O)N=c2sc3ccccc3n2C)c1	2%	2%	3%	?	-2%	?	10µM*	1%
CCN(CC)S(=O)(=O)c1ccc(Cl)c(NC(=O)CCCCl)c1	3%	/	2%	?	1%	/	/	0%
CCOC(=O)C1CCCN(C(=O)c2cccc([N+](=O)[O-])c2C)C1 (configuration not stated)	5%	?	-10%	0%	-14%	-2%	-5%	0%
COc1ccc(-n2c(-c3ccc(Cl)cc3)c[n+]3c2CCCCC3)cc1	-3%	/	5%	1%	5%	/	/	8%
O=C(N/N=C/c1ccc(F)cc1)c1sccc1OCc1ccc(F)cc1	-1%	-1%	-13%	4%	3%	-2%	4%	10%
CCOc1ccc(CN2C(=O)CCC2(C)C(=O)NCc2cccnc2)cc1 (configuration not stated)	-8%	2%	0%	4%	-2%	8%	?	-3%
COc1cc(-n2c(C)nc3cc(C(=O)NCc4ccco4)ccc32)cc(OC)c1OC	5%	7%	10%	-2%	-4%	?	15%	13%
CCCCCCC1CC(CSc2ncn[nH]2)OC1=O (configuration not stated)	4%	-4%	-5%	10%	4%	-5%	-6%	5%

The results go on.
Molecule	aGal spleen mod	GAA inh	GAA glycogen mod	KDM4E inh	GAA spleen mod	ALDH1A1 inh	SMN2 splice enh	GoLoco inh red
Cc1ccc(C(=O)CN2C(=O)C(=O)N(Cc3ccccc3)C2=O)cc1	0%	/	9%	5%	0%	-6%	/	-4%
Cc1nc(SCC(=O)N2CCOCC2)c2c(=O)n(C)c(=O)n(C)c2n1	5%	/	4%	8%	4%	/	/	-3%
Cc1ccccc1NP(=O)(c1ccccc1)c1nc2ccccc2s1 (configuration not stated)	-15%	-7%	-14%	-5%	5%	?	-7%	30%
COc1ccc(-c2ccc([C@H]3[C@@H]4C=CCC[C@@]4(C)C(=O)N3Cc3ccccc3)c(F)c2)cc1OC	1%	/	-3%	?	-7%	/	/	-5%
COC(=O)c1c(C)noc1-c1cc(C)on1	10%	-11%	6%	-6%	7%	-1%	15%	-3%
CC1Cn2c(nnc2-c2cccc(Cl)c2)S1 (configuration not stated)	3%	-1%	0%	6%	-7%	7%	-16%	3%
CSc1nsc(SCC(=O)N2CCCc3ccccc32)n1	3%	-14%	2%	1%	-4%	?	18%	-12%
COc1ccccc1C(=O)N1CCN=C1SC	-3%	-6%	-7%	0%	2%	4%	7%	-2%
CC(C)c1ccc(CNC(=O)CCc2ccccc2)cc1	-5%	-9%	2%	4%	/	?	6%	7%
CCN1CCN(S(=O)(=O)c2ccc(C)c([N+](=O)[O-])c2)CC1	7%	4%	0%	-7%	1%	0%	-1%	1%
Cc1cccc(N(CC(=O)N2CCCC2)S(=O)(=O)c2ccccc2)c1	-2%	-6%[15.4 µM]	-6%	0%	-2%	5%	-13%	-10%
C#CCOC(=O)c1ccc(-n2cncn2)nc1	4%	-4%	17%	-4%	0%	5%	-4%	-3%
O=C(CCSc1ccc(Cl)cc1)N1CCN(c2ccc(O)cc2)CC1	13%	/	18µM*	-4%	8%	/	/	-11%
C=CCNc1nnnc2c1sc1nc(N3CCOCC3)c3c(c12)CCCC3	5%	/	6%	7%	6%	/	/	0%
C/C(=N/Nc1ccc(F)cc1)c1ccc(Cl)s1	-6%	-13%	-28%	-14%	0%	?	2%	20%
Cc1c(NC(=S)N/N=C/c2cc([N+](=O)[O-])ccc2O)c(=O)n(-c2ccccc2)n1C	5%	4%[15.4 µM]	9%	8.9µM*	-3%	-14%	/	11%
C=CCN(CC=C)S(=O)(=O)c1ccc(C(=O)Nc2nnc(COC)o2)cc1	-1%	1%	2%	?	/	11%	-28%	-2%
COc1ccc(C(=O)Cn2c(C)nc([N+](=O)[O-])c2Br)cc1	-4%	/	2%	0%	1%	/	/	-2%
C#CCOCCOCCOCCNc1nc(N2CCN(C(=O)[C@H](CCCCN)n3cc([C@@H](N)CC(C)C)nn3)CC2)nc(N2CCN(C(=O)[C@H](CCCCN)n3cc([C@@H](N)CC(C)C)nn3)CC2)n1	7%	/	-6%	7%	5%	6%	/	5%
CCOC(=O)C1(Cc2cccc(Cl)c2)CCCN(C(=O)c2cccnc2)C1 (configuration not stated)	13%	8%	-2%	7%	5%	13%	/	3%
CCC(Oc1ccccc1)C(=O)N1CC(C)CC(C)C1 (configuration not stated)	3%	4%	1%	1%	-13%	-1%	-3%	-1%
CCC(=O)Nc1ccc(S(=O)(=O)Nc2ccc(Cl)nn2)cc1	5%	6%	11%	4%	0%	-8%	19%	9%
Clc1ccc(/C=N/Nc2ncnc3nc[nH]c23)cc1	-3%	/	-13%	-3%	0%	/	/	1%
O=C(O)c1nc(N2CCCCC2)ncc1Cl	-8%	-3%	7%	1%	-2%	6%	-14%	7%
Clc1ccc(CNc2ccc(CNc3ncn[nH]3)cc2)cc1	-9%	0%	-13%	12%	-9%	14%	-38%[inhibitor]	-8%

(list continues)
Molecule	aGal spleen mod	GAA inh	GAA glycogen mod	KDM4E inh	GAA spleen mod	ALDH1A1 inh	SMN2 splice enh	GoLoco inh red
CC(C)C[C@@H](CC(=O)N[C@H](CC(=O)N[C@@H]1CCNC[C@H]1C(=O)N[C@H](CC(=O)N[C@@H](CCC(=O)O)CC(=O)O)Cc1ccccc1)C(C)C)NC(=O)[C@@H]1CCCC[C@H]1N	-3%	/	/	0%	-1%	-20%	8%	1%
O=C(COc1ccc(S(=O)(=O)NC2CCCCC2)cc1)NCCC1=CCCCC1	?	-11%	0%	-2%	-10%	7.1µM*	-31%[inhibitor]	2%
O=[N+]([O-])c1ccccc1S(=O)(=O)n1nnc2ccccc21	-2%	2%	3%	0%	-6%	4%	-1%	-4%
CCOC(=O)Cn1c(=O)oc2cc(S(=O)(=O)N3CCN(C(=O)c4ccco4)CC3)ccc21	6%	-3%	10%	5%	0%	1%	-17%	10%
O=C(c1ccc(-c2ccccc2)cc1)N1CCN(Cc2ccccn2)CC1	2%	3%	-10%	?	2%	?	/	/
CCOC(=O)Cc1c(C)nc2cc(-c3ccc(Cl)cc3)[nH]n2c1=O	-13%	0%	10%	?	-4%	-9%	13%	16%
CCOC(=O)c1c(CSc2ccc(C)cc2)oc2ccc(O)cc12	6%	?	-11%	6%	4%	1%	11%[1.84 µM]	4%
COc1ccc2oc(=O)c(C(=O)N3CCc4ccccc43)cc2c1	6%	-12%	6%	1%	-12%	23%	13%	-3%
O=C(NCCc1ccccc1)C1CCN(S(=O)(=O)c2cccc3nsnc23)CC1	5%	-12%	3%	4%	5%	?	0%	-4%
Cc1ccccc1OCC(O)Cn1c(NCCN(C)C)nc2c1c(=O)n(C)c(=O)n2C (configuration not stated)	7%	-4%[15.4 µM]	-8%	-3%	4%	1%	2%	13%
CCOC(=O)C(Cc1ccccc1)C(=O)Nc1ccccc1C (configuration not stated)	3%	6%	0%	-5%	-3%	3%	-13%	7%
O=C(CC1CCCCC1)NCc1ccc(F)cc1	1%	4%	15%	1%	9%	7%	?	14%
CCC(C)(C)N=C(NC#N)Nc1cccnc1	-5%&-1%	-13%[15.4 µM]	-6%	10%&2%	5%&4%	-10%	/	1%&8%
CCC(C)NC(=O)C1c2ccccc2C(=O)N1Cc1cc(OC)ccc1OC (configuration not stated)	2%	0%	5%	3%	-4%	23%	-6%	0%
